p53ts 32C kill: cytotoxicity in p53ts cells at permissive temperature | 130,000 compounds, 0.93% hits | AID 924 | H1299-p53A138V at 32C, ATP luminescence viability, 24 h | Potency, µM (highest dose often 46.1 µM), for the others: top-dose activity change, negative = cytotoxicity, most hits filed as cytotoxic;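 also: 0% = DMSO and -100% = full killing by reference compound; nearly all actives have a fitted effect of over 55% in size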
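H1299-p53 A138V cells (temperature-sensitive p53) exposed 24 h to up to 46 uM compound at 32C, where p53 is wild-type in conformation. Viability read as ATP luminescence and normalised to DMSO and 100 uM tamoxifen. AC50 fitted with the Hill equation.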
Imprint erasure: induces erasure of genomic imprints in mouse ES cells. mouse ES Peg3-LacZ reporter, beta-gal luminescence, 40 h. Potency, µM (top dose mostly 60.7 µM), for the others: at the highest dose activity change, positive = activation, actives largely listed as activators. 110,000 compounds, 0.02% hits. AID 1948;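 also: 0% = negative control wells on the plate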
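Readout: BetaGlo luminescence (5 min, room temp) for LacZ from the normally silent maternal Peg3 allele in female Peg3LacZ-Neo ES cells. Cells 300/well, 40 h, 37C, 5% CO2. Data normalized per plate to negative controls.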
IkB sig inh: IkB pathway inhibition in ABC-DLBCL cells | 110,000 compounds, 0.04% hits | Potency, µM (top dose mostly 57.1 µM), for the others: at the highest dose IkBa stabilization activation | ABC-DLBCL IkBa-CBG/CBR dual luciferase ratio, 4 h; response scale: scaled: untreated 0%, proteasome inhibitor 100%; active = well fitted curve in the direction sought with a large enough effect in the signal ratio, not every such curve was filed as active; inconclusive = small, poorly fitted or top-dose-only effect, or a change in a side signal; the % refers to the signal ratio;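 also: the direction sought is a rising ratio; 0% = basal untreated cells and 100% = reference inhibitor full response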
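Luminescence ratio of IκBα-fused green versus native red beetle luciferase in OCI-Ly3 cells, 4 h post-doxycycline with compound; red signal alone, scaled from basal (0%) to zero light (-100%), flagged nonspecific or cytotoxic effects.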
p53ts 39C tox: cytotoxicity in p53ts cells at nonpermissive temperature | H1299-p53A138V viability at 39C, ATP luminescence, 24 h | Potency, µM (doses to about 46.1 µM), for inactives: at the top dose activity change, negative = cell killing, usual class: cytotoxic | 130,000 compounds, 1.5% hits | AID 902; also: nearly all actives have a fitted effect of over 55% in size
Starred values were filed as active, the others as inactive; ? = inconclusive; · = no result given; [ ] = dose if it differs, or a comment. Unless noted, calls follow the shape of the dose curve; as a rule, active = well fitted curve in the direction sought with a large enough effect; inconclusive = small, poorly fitted or top-dose-only effect, or another doubt; inactive = no such curve, though single readings can be large; an effect the other way counts as inactive or inconclusive. Unless noted, % is scaled to controls: 0 for no effect and ±100 for the full control effect; potency is read from the fitted curve at half-maximal effect.

Value order: p53ts 32C kill | Imprint erasure | IkB sig inh | p53ts 39C tox
CN(CC(=O)NCc1ccco1)S(=O)(=O)c1ccc2c(c1)n(C)c(=O)c(=O)n2C
→ 2% | -10% | -0.2% | -2%
CCc1ccc(Nc2nc3ccccc3nc2NS(=O)(=O)c2ccccc2)cc1
→ 18% | -8%[10.9 µM] | ? | -4%
CCOc1ccc(CCNC(=O)c2ccc3c(Cl)c4c(nc3c2)CCCC4)cc1
→ -5% | -15%[10.9 µM] | ? | -8%
COCCCNC(=O)c1ccccc1NS(=O)(=O)c1ccc(C)cc1
→ 3% | 10% | -0.3% | -2%
COc1ccccc1NC(=O)Cn1c(SCC(=O)N(C)c2ccccc2)nc2ccccc21
→ 0% | -14%[10.9 µM] | ? | -29%
O=C(c1ccc(CSc2nc3ccncc3n2Cc2cccc(F)c2)cc1)N1CCCCCC1
→ -13% | -8%[10.9 µM] | ? | ?
COc1cc(OC)c(NC(=O)Cn2c(=O)c(C(F)(F)F)nc3ccccc32)cc1Cl
→ 0% | 1%[10.9 µM] | -1.8% | -7%
Cc1nc2c(c(C)c1CCC(=O)NCc1ccccc1)c(=O)n(C)c(=O)n2C
→ -4% | -4%[10.9 µM] | 0.3% | 2%
COc1ccc(NC(=O)CCCN2C(=O)CCn3nc(-c4cn(C)c5ccccc45)cc32)cc1
→ -5% | -6%[10.9 µM] | -0.9% | -11%
CCCCCCCC1=CC2=CC(=O)C(C)(O)C(=O)C2=CN1CCCC (stereo unspecified)
→ 0%[9.22 µM] | · | · | 2%[9.22 µM]
Cc1nc(NCc2ccco2)c(C#N)c2c1COC(C)(C)C2
→ 2% | -37%[inhibitor] | 2.8% | 10%
Cc1cc2cc(CN(Cc3cccs3)Cc3nnnn3CC3CCCO3)c(=O)[nH]c2cc1C (stereo unspecified)
→ 4% | -1% | ? | -5%
CCC(CC)C(=O)Nc1c2cnn(-c3ccccc3)c2nc(=O)n1-c1ccccc1
→ 24% | -31%[inhibitor] | ? | -4%
CCOC(=O)N1CCC(NS(=O)(=O)c2ccc3c(c2)C(C)(C)C(=O)N3C)CC1
→ 8% | -12% | 0.8% | -3%
Cc1ccc(NC(=O)c2nc(S(C)(=O)=O)ncc2N(Cc2ccco2)Cc2ccccc2F)c(C)c1
→ 10% | -6%[10.9 µM] | ? | 4%
CCOC(=O)c1cccc(NC(=O)CC(c2ccc(F)cc2)N2Cc3ccccc3C2=O)c1 (stereo unspecified)
→ -1% | 19%[10.9 µM] | ? | -5%
CCn1cc(C(=O)NCCCN(CC(C)C)CC(C)C)c(=O)c2cc(S(=O)(=O)N3CCc4ccccc4C3)ccc21
→ -1% | 6%[10.9 µM] | -3.9% | 16%
CCCOc1ccc(CNC(=O)C(C)n2nc(C)n3c(cc4occc43)c2=O)cc1 (stereo unspecified)
→ 0% | 6%[10.9 µM] | ? | -17%
Cc1cccc(C)c1NC(=O)C1CCCN1S(=O)(=O)c1ccccc1 (stereo unspecified)
→ -13% | -8%[10.9 µM] | 0.9% | -18%
O=C(O)CN(CC(=O)O)CC(=O)O
→ -4%[1.84 µM] | 5% | -0.2% | -5%

Single values from the entries so far.
Cc1nc2c(c(C)c1CCC(=O)NCc1ccccc1)c(=O)n(C)c(=O)n2C in p53ts 32C kill reads -4%
CCOc1ccc(CCNC(=O)c2ccc3c(Cl)c4c(nc3c2)CCCC4)cc1 in p53ts 39C tox reads -8%

Next entries
Value order: p53ts 32C kill | Imprint erasure | IkB sig inh | p53ts 39C tox
Cc1cc(OC(C)C(=O)N(Cc2ccco2)Cc2ccccc2F)cc(C)c1Cl (stereo unspecified)
→ 2% | -13%[10.9 µM] | ? | -17%
Cc1ccc2c(c1)c1c3n2CCCNC3CCC1 (stereo unspecified)
→ 0% | · | · | -17%
Cc1nc(N)nc2ccccc12
→ 3%[9.22 µM] | -2%[10.9 µM] | -0.9%[11.4 µM] | -1%[9.22 µM]
O=C(Nc1c(C(=O)N2CCN(c3ccccc3F)CC2)oc2ccccc12)c1ccc(Br)o1
→ 6% | -13%[10.9 µM] | 3.1% | 0%
COc1ccccc1NC(=O)CSc1nc2ccccc2c(=O)n1CCNC(C)=O
→ 9% | -8% | -1.1% | 9%
COc1cc2cc(CN(CCN3CCCC3)C(=O)Nc3ccccc3Cl)c(=O)[nH]c2cc1OC
→ -3% | -3% | -0.2% | -5%
COc1cccc(N2CCN(Cc3coc4c(Cl)cc(Cl)cc4c3=O)CC2)c1
→ -5% | -20% | 0.7% | -11%
CCc1ccc(NC(=O)Cn2c(=O)c(-c3ccccc3NC(C)=O)nc3ccccc32)cc1
→ -4% | -9%[10.9 µM] | -2.8% | -15%
CCCCN(C)C(=O)CCCCn1c(=O)[nH]c2cc(OCC)c(OCC)cc2c1=O
→ -3% | -6% | 0.2% | -4%
COc1ccc(Br)cc1C(=O)Nc1nc2ccc(F)cc2s1
→ -9% | -12%[10.9 µM] | ? | 14%
COc1cc(C(=O)Nc2ccc3c(c2)OCO3)ccc1-n1cnnn1
→ 6% | -5% | 0.9% | -8%
Cc1cc(Br)ccc1OCc1nc(-c2cccnc2)no1
→ -4% | -27% | -3.1% | -5%
Cc1noc(C)c1CSc1nnc(-c2ccccc2)n1Cc1ccco1
→ -7% | -13% | 1.6% | -8%
O=[N+]([O-])c1ccccc1N=Nc1c(O)[nH]c2ccc(S(=O)(=O)O)cc12
→ -2%[9.22 µM] | -1%[10.9 µM] | -2.6%[11.4 µM] | -2%[9.22 µM]
Cc1ccc(C)c(OC(=O)CSc2nnc(-c3cccs3)o2)c1
→ 4% | -8%[10.9 µM] | 0.2% | -8%
O=C(c1noc2c1CCCCC2)N1CCN(c2cccc(C(F)(F)F)c2)CC1
→ -6% | -8%[10.9 µM] | -1.0% | -20%
CCOc1ccc(NC(=O)c2oc3ccccc3c2NC(=O)c2cc(C)cc(C)c2)cc1
→ 1% | -10%[10.9 µM] | ? | -7%
Cc1ccc(CNC(=O)c2oc3c(c2C)-c2nn(Cc4ccc(Cl)cc4)cc2CC3)cc1
→ 9% | -6%[10.9 µM] | ? | 7%
Cc1cccc(NC(=O)c2cc(NC(=O)C3CC=CCC3C(=O)O)ccc2N2CCOCC2)c1 (stereo unspecified)
→ 0% | 4% | 1.2% | 6%
Cc1ccc(CN2CCC(CNC(=O)Nc3ccc(C)c(C)c3)C2)cc1 (stereo unspecified)
→ ? | -16%[10.9 µM] | ? | ?

An excerpt from above, showing only Imprint erasure.
Structure,Imprint erasure
Cc1cc(Br)ccc1OCc1nc(-c2cccnc2)no1,-27%
CCCCN(C)C(=O)CCCCn1c(=O)[nH]c2cc(OCC)c(OCC)cc2c1=O,-6%

Following part
Short forms – A = p53ts 32C kill; B = Imprint erasure; C = IkB sig inh; D = p53ts 39C tox
mol: O=C(Cn1cnc2c(nnn2Cc2ccccc2F)c1=O)NCC1CCCO1 (stereo unspecified)
  A: -14%; B: ?; C: -0.5%; D: -3%

mol: Cc1nc2ncnn2c(N2CCCC(C(=O)Nc3ccc4c(c3)CCC4)C2)c1C (stereo unspecified)
  A: 1%; B: -19%; C: ?; D: -16%

mol: O=C(OCc1nnc(-c2ccccc2)o1)c1ccc2ccccc2n1
  A: -3%; B: -11%; C: 1.2%; D: 7%

mol: CCC(=O)N1CCc2cc(Br)cc(S(=O)(=O)Nc3ccc(C)cc3C)c21
  A: 5%; B: -15%[10.9 µM]; C: -2.0%; D: 23%

mol: COCCNC(=O)[C@@]1(C)C=C[C@@H](Cc2ccccc2)N1C(=O)c1ccccc1
  A: 6%; B: -13%; C: ·; D: 2%

mol: CCN(Cc1ccccc1)C(=O)CSc1nc(C)cc(C)c1C#N
  A: 5%; B: -17%; C: -3.5%; D: 9%

mol: Cc1ccc(N2CC(C(=O)NCc3nnnn3-c3ccc(C)c(C)c3)CC2=O)cc1C (stereo unspecified)
  A: 1%; B: -6%[10.9 µM]; C: 0.0%; D: 6%

mol: O=C(c1ccco1)N1CCC2(CC1)CN(c1ccccn1)C2
  A: -2%; B: ·; C: 2.7%[11.4 µM]; D: 2%

mol: CCCc1nnc(NC(=O)Cn2c(=O)oc3ccccc32)s1
  A: 4%; B: 9%; C: 0.9%; D: 10%

mol: CC12/C(=N/O)C3C4CC5C3/C(=N/O)C1C5C42 (stereo unspecified)
  A: -2%; B: -3%; C: -0.2%; D: 4%

mol: Nc1cccc(OCc2nc(N)nc(N)c2-c2ccc(Cl)cc2)c1
  A: -9%[9.22 µM]; B: -10%[10.9 µM]; C: -0.2%[11.4 µM]; D: 13%[9.22 µM]

mol: COc1cc(C)c(C#N)c(OC)n1
  A: -2%; B: -6%; C: 2.1%; D: 11%

mol: CS(=O)(=O)N1CCC2(CCN(c3ccncc3)CC2)CC1
  A: -1%; B: ·; C: 2.5%[11.4 µM]; D: 4%

mol: CCOC(=O)c1cc(-c2ccccc2)n(CCCC(=O)Nc2cccc(Cl)c2C)c1C
  A: ?; B: -17%[10.9 µM]; C: 0.3%; D: ?

mol: CC(=O)c1c(C)[nH]c(C(=O)NCCN2CCC(C)CC2)c1C
  A: -20%; B: -7%; C: -0.2%; D: -6%

mol: CCc1ccc(OCc2ccc(C(=O)NCc3ccccn3)o2)cc1
  A: -11%; B: ?; C: 2.3%; D: -9%

mol: O=C(CC(C(=O)N1CCc2ccccc21)n1ccnc1)N1CCc2ccccc2C1 (stereo unspecified)
  A: 5%; B: -13%; C: -1.3%; D: 1%

mol: Cc1ccc(C2=NN(CC(=O)NCCN(CC(C)C)CC(C)C)C(=O)CC2)cc1
  A: 7%; B: 21%[10.9 µM]; C: ?; D: 43%[activator]

mol: CC1(C(=O)NC2CCCCC2)Cc2ccccc2C(=O)N1Cc1ccc(Cl)cc1 (stereo unspecified)
  A: -2%; B: -2%[10.9 µM]; C: ?; D: 0%

mol: CCOC(=O)c1ccc(-n2c(CCC(=O)O)ccc2-c2ccccc2)cc1O
  A: -8%; B: -4%[10.9 µM]; C: ?; D: -16%

mol: COc1cccc(Cn2c(=O)c(-c3cccs3)nc3cnc(Nc4ccccc4)nc32)c1
  A: -15%; B: ·; C: -1.4%[11.4 µM]; D: -22%

mol: CCOC(=O)c1c(S(=O)(=O)N2CCCC(C(=O)Nc3ccccn3)C2)c(C)n(C)c1C (stereo unspecified)
  A: -11%; B: 7%[10.9 µM]; C: ?; D: -6%

mol: CC1CCc2c(nc3ncnn3c2N2CCN(c3ccccc3F)CC2)C1 (stereo unspecified)
  A: -2%; B: -9%; C: -0.6%; D: 0%

Entries of single compounds, looked up by structure. Order of values: p53ts 32C kill | Imprint erasure | IkB sig inh | p53ts 39C tox
CCOC(=O)c1cc(-c2ccccc2)n(CCCC(=O)Nc2cccc(Cl)c2C)c1C in the list: ? | -17%[10.9 µM] | 0.3% | ?
COc1ccc(NC(=O)CCCN2C(=O)CCn3nc(-c4cn(C)c5ccccc45)cc32)cc1 in the list: -5% | -6%[10.9 µM] | -0.9% | -11%
CCCCN(C)C(=O)CCCCn1c(=O)[nH]c2cc(OCC)c(OCC)cc2c1=O in the list: -3% | -6% | 0.2% | -4%
COc1cccc(N2CCN(Cc3coc4c(Cl)cc(Cl)cc4c3=O)CC2)c1 in the list: -5% | -20% | 0.7% | -11%
CN(CC(=O)NCc1ccco1)S(=O)(=O)c1ccc2c(c1)n(C)c(=O)c(=O)n2C in the list: 2% | -10% | -0.2% | -2%
